# Source: PubChem BioAssay (National Center for Advancing Translational Sciences (NCATS))
# A549 viability: counter-screen for Nrf2 inhibitors: cytotoxicity in A549 cells; A549 ARE-Fluc cells, CellTiter-Fluor viability, 18-24 h; Potency, µM (top dose mostly 46 µM), for the others: at the top dose activity change, negative = cytotoxicity, actives largely listed as inhibitors; actives 0.16% (n = 390,000); also: potency is read from the fitted curve at half-maximal effect; % is scaled to controls: 0 for no effect and ±100 for the full control effect
#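 A549 ARE_Fluc cells in 5% FBS OPTI-MEM were exposed to compounds in concentration-response for 18-24 h at 37 deg C. Viability was read by CellTiter-Fluor fluorescence (Ex 405/Em 525) after 30 min, before the luciferase read.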
# MCF10A rerep: induces DNA re-replication in MCF 10a normal breast cells; MCF 10A DNA re-replication, Hoechst nuclear intensity, 48 h; actives 2.9% (n = 350,000); Potency, µM (titrated, usually from 46.1 µM), for inactives: at the top dose activity, positive = re-replication, usual class: activators; also: potency is read from the fitted curve at half-maximal effect; % of control where 0% means no effect; nearly all actives have a fitted effect of over 50% in size
# TGFb SMAD3 inh: blocks TGF-b signaling | actives 1.2% (n = 410,000) | AID 588855 | Potency, µM (titrated, usually from 46.1 µM), without a hit: at the top dose activity, negative = inhibition, usual class: inhibitors | HepG2 CAGA-GFP TGF-b/SMAD3 reporter, GFP fluorescence, 18 h; TGF-beta stimulated, 500 pg/mL final; also: potency is read from the fitted curve at half-maximal effect; % is scaled to controls: 0 for no effect and ±100 for the full control effect; nearly all actives have a fitted effect of over 65% in size
#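 GFP signal (ex488/em500-530) from TGF-beta-stimulated HEPG2 CAGA-GFP cells, 500 pg/mL final, 18 h at 37 degrees C in DMEM plus 1% FBS, normalized to unstimulated and DMSO-stimulated controls.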
# Nrf2 block: Nrf2 pathway inhibition. A549 ARE-Fluc reporter, luciferase luminescence, 18-24 h. Potency, µM (doses to about 46 µM), inactives show top-dose activity change, negative = inhibition, hits mostly inhibitors. actives 2.1% (n = 360,000); also: potency is read from the fitted curve at half-maximal effect; % is scaled to controls: 0 for no effect and ±100 for the full control effect; nearly all actives have a fitted effect of over 60% in size
#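 Concentration-response testing used A549 ARE_Fluc cells at 5000 cells/well. Following an 18-24 h compound incubation, viability was read by fluorescence (Ex 405/Em 525) and luciferase output by luminescence.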
# IL1B secr inh: inflammasome signaling inhibition, IL-1 beta readout. THP-1 LPS/ATP IL-1B secretion, AlphaLISA, 16 h; stronger effect = lower value. actives 4.7% (n = 360,000). AID 743279. activity change, % at 57.5 µM; in the data active = activity change below about -50%; inconclusive = mostly about -30% to -49%; also: % is scaled to controls: 0 for no effect and ±100 for the full control effect
#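 Secreted IL-1B measured by AlphaLISA bead assay after 16 h compound exposure of THP-1 cells; compounds (final up to 57.5 uM) added 1 h before LPS (250 ng/mL) and ATP (1.25 mM) stimulation; lower signal means less secretion.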
# HepG2 viability: counter-screen for TGF-b inhibitors: cytotoxicity in HepG2 cells; HepG2 CAGA-GFP viability, ATP luminescence, 18 h; Potency, µM (top dose mostly 46.1 µM), for the others: at the highest dose activity change, negative = cytotoxicity, actives largely listed as cytotoxic; actives 0.76% (n = 410,000); AID 588856; also: potency is read from the fitted curve at half-maximal effect; some results filed as inactive show a strong effect at the top dose
#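 CellTiter-Glo luminescence gave cytotoxicity after 18 hours at 37 degrees C. The cells were HepG2 CAGA-GFP in 1% FBS DMEM, stimulated with 500 pg/mL TGF-beta after compound addition. %Activity was normalised to no-cell wells (complete cell-killing) and DMSO (no toxicity), and curves were fitted and classified.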
# ATXN2 expr inh: ATXN2 expression inhibition; HEK-293 ATXN2-luciferase reporter, luminescence, 24 h; Potency, µM (series often up to 57 µM), for inactives: at the highest dose activity change, negative = inhibition, hits mostly inhibitors; actives 0.72% (n = 360,000); AID 1745845; also: potency is read from the fitted curve at half-maximal effect; % is scaled to controls: 0 for no effect and ±100 for the full control effect; nearly all actives have a fitted effect of over 55% in size
#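 ATXN2-luciferase reporter cells (luciferase flanked by upstream and downstream ATXN2 gene portions) were treated 24 h at 37 °C with compounds at up to 57 uM. SteadyGlo luminescence gave expression; GF-AFC fluorescence gave viability.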
# ATXN viability: viability counter-screen for ATXN expression inhibitors; Potency, µM (titrated, usually from 56.7 µM), hits mostly cytotoxic; actives 0.49% (n = 400,000); S2 cells (HEK-293 line with an ATXN2-luciferase reporter) viability, CellTiter-Fluor protease fluorescence, 24 h; also: potency is read from the fitted curve at half-maximal effect; nearly all actives have a fitted effect of over 40% in size
# Nrf2 activator: activates Nrf2 signaling; actives 0.31% (n = 410,000); AREc32 ARE-luciferase reporter (MCF7-derived line), luminescence, 24 h; Potency, µM (titrated, usually from 46.1 µM), without a hit: top-dose activation, most hits filed as activators; also: potency is read from the fitted curve at half-maximal effect; % of control where 0% means no effect; nearly all actives have a fitted effect of over 65% in size
#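 ARE-driven firefly luciferase activity in AREc32 cells measured after a 24 hr compound exposure at 37 deg C, using Steady-Glo reagent and a 30 min room-temperature hold.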
# * marks the source's active call; other numbers are inactive results; i = inactive; ? = inconclusive; / = no result given; [ ] = another dose, or the depositor's remark. Unless noted, calls follow the shape of the dose curve; as a rule, active = well fitted curve in the direction sought with a large enough effect; inconclusive = small, poorly fitted or top-dose-only effect, or another doubt; inactive = no such curve, though single readings can be large; an effect the other way counts as inactive or inconclusive.
SMILES,A549 viability,MCF10A rerep,TGFb SMAD3 inh,Nrf2 block,IL1B secr inh,HepG2 viability,ATXN2 expr inh,ATXN viability,Nrf2 activator
CCOC(CNC(=O)CN1C(=O)COc2ccc(S(=O)(=O)N3CCCC3)cc21)OCC,-1%,-2%,6%,-2%,3,-1%,-6%,i,-0.1%
COc1cc(C2C(C#N)=C(N)N(c3cccnc3)C3=C2C(=O)CC(C)(C)C3)ccc1O (stereo unspecified),3%,?,-2%,13%,1,-3%,-3%,i,0.1%
COc1cc(CN2CCC(C(=O)N3CCCC(C)C3)CC2)cc(Br)c1O (stereo unspecified),-1%,5%,-11%,8%,9,-24%,-10%,i,-0.2%
Cc1ccc2oc(=O)c3cnn(CC(=O)N(C)c4ccc(F)cc4)c3c2c1,2%,/,-1%,0%,/,0%,4%,i,-0.1%
COc1ccc(C(=O)NCc2cn3ccccc3n2)cc1,-4%,-4%,-5%,18%,4,-5%,39%[activator],i,0.0%
COc1cc(-c2noc(C)c2C(=O)NCc2ccc3c(c2)OCO3)cc(OC)c1OC,-1%,13%,3%,26%,33,-8%,5%,i,-0.9%
CSc1nc(SCC(=O)NC(c2ccccc2)c2ccccc2)c2c3c(sc2n1)CN(C)CC3,?,5.2µM*,-7%,?,?,-36%,20µM*,28µM*,5.5%
Cc1noc(C)c1S(=O)(=O)N(C)C[C@H]1OCc2cnnn2CCCC(=O)N([C@@H](C)CO)C[C@H]1C,/,/,0%,/,-18,-19%,6%,i,-0.6%
Cc1ccccc1C(=O)N1CCN(c2ccc(NC(=O)c3ccccc3[N+](=O)[O-])cc2)CC1,13%,-1%,-5%,-6%,-23,-4%,-12%,i,-0.4%
COc1ccccc1C(=O)NCCn1cc(SCC(=O)Nc2cc(C)on2)c2ccccc21,-5%,?,-8%,-11%,?,-15%,-16%,i,-0.3%
CCc1nnc(SCc2ccc(CSc3nnc(CC)n3N)cc2)n1N,-3%,-2%,1%,-4%,2,9%,5%,?,1.7%
Brc1ccc(COc2cccc3cccnc23)cc1,13%,3%,?,?,-16,-5%,31%,?,11%
O=C(C1CCC(Cn2c(=O)c3sccc3n(Cc3ccccc3F)c2=O)CC1)N1CCCCC1 (stereo unspecified),7%,/,?,?,/,-7%,?,?,0.6%
O=C(CCNC(=O)c1ccccc1Cl)Nc1ccc(Br)c(C(F)(F)F)c1,5%,4%,-24%,?,11,1%,/,i,0.0%
CCOC(=O)CNC(=O)/C=C/c1c(Cl)cccc1Cl,-3%,18%,?,-17%,-29,-3%,-1%,i,4.1%
CC(C)OC(=O)c1cccc2c1C(=O)c1ccccc1-2,13%,-1%,-18%,22%,3,-22%,42%[activator],i,11µM*
Cc1[nH]n(-c2ccccc2)c(=O)c1/C=N/c1ccccn1,2%,0%,-4%,/,17,-57%,4%,i,3.4%
Cc1cc2oc(=O)cc(CN3CCN(S(=O)(=O)c4cccs4)CC3)c2cc1C(C)C,-2%,7%,-3%,4%,22,-14%,-1%,i,-0.3%
CCOC(=O)c1[nH]c(C)c(C(=O)N(CC)CC)c1C,-8%,-5%,-18%,13%,5,-24%,-1%,i,-0.2%
CCOC(=O)c1cccc(NC(=O)C2CCN(S(=O)(=O)c3c(C)noc3/C=C/c3ccc(C)cc3)CC2)c1,-2%,/,?,/,/,-2%,-26%,i,0.0%
O=S(=O)(c1cccc(-c2nc3ccccc3s2)c1)N1CCCC1,-1%,-2%,-16%,/,-15,-9%,34%[activator],i,4.2%
CCOc1ccc(OCCC(=O)OCC(=O)NCc2ccc(Cl)cc2)cc1,-4%,0%,-2%,3%,4,5%,-2%,i,-0.4%
O=C(Nc1ccc(NC(=O)N2CCN(c3ccccc3O)CC2)cc1)N1CCN(c2ccccc2O)CC1,2%,20%,-9%,0%,-15,-18%,-38%,i,2.1%
Cc1cc(C)n(-c2ccc(C(=O)OCC(=O)NCc3ccc(F)cc3)cc2)n1,7%,-1%,-2%,0%,5,2%,-16%,i,-1.8%
Cc1cccc(C(O)c2cnc(C)n2Cc2ccccc2)c1 (stereo unspecified),/,/,-18%,/,19,-32%,/,i,-0.2%
O=C(Nc1ccccc1)c1cc(C2CCCCN2S(=O)(=O)c2ccccc2)on1 (stereo unspecified),/,/,-12%,/,17,-28%,15%,i,4.8%
CCn1cc(C(=O)NN)c(=O)c2cc(F)c(NC3CCCCC3)cc21,0%,3%,-10%,-3%,-13,-1%,-3%,i,1.4%
CC1C(=O)N(Cc2cn(CCC3OCCO3)nn2)CCS(=O)(=O)N1Cc1ccc(-c2cccc(N(C)C)c2)cc1 (stereo unspecified),/,/,10%,/,-6,-21%,-14%,i,0.6%
CCCN(CCC)C(=O)Cn1c(=O)n(-c2ccc(Cl)c(Cl)c2)c(=O)c2c(C)c(C(=O)N(C)C)sc21,-3%,/,0%,/,/,-14%,/,/,0.3%
COCc1c(C(=O)OCC(=O)NCCc2ccc(S(N)(=O)=O)cc2)oc2ccccc12,3%,0%,-3%,-9%,10,-18%,/,i,-0.2%
COc1cccc2c1OC[C@@H](CO)[C@H]2N(C)C(=O)Nc1ccc(Cl)cc1,-13%,16%,0%,-17%,21,-20%,-2%,i,-0.4%
CCOC(=O)c1cc(CO)cc(C(=O)OCC)c1,2%,-1%,-9%,4%,16,2%,-9%,i,-0.5%
C[C@@H]1CN([C@@H](C)CO)C(=O)c2cc(NS(=O)(=O)c3ccc(Cl)cc3)ccc2O[C@H]1CN(C)Cc1ccncc1,-6%,-19%,-4%,-6%,-23,1%,0%,i,0.6%
COc1ccc(CNC(=O)c2ccc(N3CCC4(CC3)CC(c3ccc(Cl)cc3)=NO4)c(NC(=O)c3ccccc3)c2)cc1,-7%,6%,-24%,-13%,-2,2%,7%,i,-0.5%
Cc1noc(C)c1COc1ccc(C(=O)NCCc2ccc(S(N)(=O)=O)cc2)cc1,-1%,-18%,14%,-12%,13,1%,-3%,/,-0.3%
C[C@H](NC(=O)c1ncn2c1C(=O)N[C@@H](C)C2)c1ccccc1,/,/,-2%,/,30,-28%,4%,i,0.3%
Fc1cccc(Cl)c1/C=N/n1c(-c2cccnc2)n[nH]c1=S,-2%,-1%,13%,-9%,27,-2%,7%,i,0.2%
Brc1ccc(CSc2nnc(Cc3c[nH]c4ccccc34)o2)cc1,-1%,?,?,-24%,0,-39%,-19%,i,0.9%
Cc1ccc(Cc2c(C3CCCCC3)nc3cc(C)c(Br)c(C)n23)cc1,/,/,9%,/,16,-21%,9%,i,0.0%
Cc1ccc(-c2noc(CCC(=O)N(C)c3ccccc3C)n2)cc1,-2%,3%,-1%,/,-7,-2%,-5%,i,-0.1%
Cc1ccc(NC(=O)CS(=O)CC(=O)Nc2cccc(C)c2C)cc1F (stereo unspecified),0%,3%,-6%,7%,11,-20%,-8%,i,-0.6%
CCCn1nnnc1SCC(=O)N1CCCc2ccccc21,13%,-1%,-1%,?,46,-1%,25%,i,0.5%
Cc1ccc(C)c(NC(=O)c2nc(-c3ccccc3)n(-c3ccccc3)n2)c1,?,?,?,-99%,?,-1%,23%,i,-0.5%
CC1CCc2c(sc(NC(=O)c3ccco3)c2C(=O)O)C1 (stereo unspecified),?,0%,-13%,?,10,5%,-1%,i,13%
O=C(Nc1ccccc1Cl)c1ccccc1Oc1ccc(C(F)(F)F)cc1[N+](=O)[O-],3%,?,-8%,/,15,-105%,-7%,i,2.2%
CCCCn1c(N)c(N(Cc2ccccc2OC)C(=O)COc2ccc(F)cc2Cl)c(=O)[nH]c1=O,4%,-22%,-13%,-4%,-10,-25%,2%,i,-0.7%
Cc1cc(C)c(C)c(S(=O)(=O)N2CCN(CC(=O)Nc3ccc([N+](=O)[O-])cc3)CC2)c1C,-1%,-2%,-6%,7%,-14,9%,-3%,i,0.0%
O=C(NCc1ccccc1CN1CCCCC1)c1ccc(Cl)cc1N1CCCC1=O,5%,4%,14%,-8%,-14,-2%,-4%,i,-0.7%
COc1cc2c(cc1OC)C(/C(C#N)=N\O)=NC(C)(C)C2,0%,-3%,13%,-2%,-12,-4%,-2%,i,0.1%

# An excerpt of these results, tab-delimited:
SMILES	A549 viability	MCF10A rerep	TGFb SMAD3 inh	Nrf2 block	IL1B secr inh	HepG2 viability	ATXN2 expr inh	ATXN viability	Nrf2 activator
Cc1ccc(Cc2c(C3CCCCC3)nc3cc(C)c(Br)c(C)n23)cc1	/	/	9%	/	16	-21%	9%	i	0.0%
Cc1ccc(-c2noc(CCC(=O)N(C)c3ccccc3C)n2)cc1	-2%	3%	-1%	/	-7	-2%	-5%	i	-0.1%
Cc1ccc(NC(=O)CS(=O)CC(=O)Nc2cccc(C)c2C)cc1F (stereo unspecified)	0%	3%	-6%	7%	11	-20%	-8%	i	-0.6%
CCCn1nnnc1SCC(=O)N1CCCc2ccccc21	13%	-1%	-1%	?	46	-1%	25%	i	0.5%
Cc1ccc(C)c(NC(=O)c2nc(-c3ccccc3)n(-c3ccccc3)n2)c1	?	?	?	-99%	?	-1%	23%	i	-0.5%
CC1CCc2c(sc(NC(=O)c3ccco3)c2C(=O)O)C1 (stereo unspecified)	?	0%	-13%	?	10	5%	-1%	i	13%
O=C(Nc1ccccc1Cl)c1ccccc1Oc1ccc(C(F)(F)F)cc1[N+](=O)[O-]	3%	?	-8%	/	15	-105%	-7%	i	2.2%
CCCCn1c(N)c(N(Cc2ccccc2OC)C(=O)COc2ccc(F)cc2Cl)c(=O)[nH]c1=O	4%	-22%	-13%	-4%	-10	-25%	2%	i	-0.7%
